Pf growth 48h – P. falciparum growth inhibition at 48 hours (one generation) | P. falciparum luciferase growth in erythrocytes, 48 h | Potency, µM (top dose mostly 28.7 µM), inactives show top-dose activity change, negative = inhibition, usual class: inhibitors | 5.9% of 310,000 active | AID 504832; note: potency is the fitted concentration of half-maximal effect; % is set by controls: 0 for no effect and ±100 for the full control effect
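Luciferase-expressing parasites in RBCs, 2% Hct / 0.1% parasitemia final; RPMI 1640 + 0.5% Albumax; 37 C, 5% CO2, one generation; luminescence read-out, lower signal = inhibition.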
Giardia FBPA inh – inhibitors of Giardia lamblia fructose-1,6-bisphosphate aldolase | Potency, µM (doses to about 59.6 µM), for inactives: top-dose activity, negative = inhibition, usual class: inhibitors | A8B2U2 | AID 2451 | purified Giardia FBPA | 0.71% of 290,000 active; note: potency is the fitted concentration of half-maximal effect; % is set by controls: 0 for no effect and ±100 for the full control effect; nearly all actives have a fitted effect of over 55% in size
Target sequence (A8B2U2 whole entry, looked up): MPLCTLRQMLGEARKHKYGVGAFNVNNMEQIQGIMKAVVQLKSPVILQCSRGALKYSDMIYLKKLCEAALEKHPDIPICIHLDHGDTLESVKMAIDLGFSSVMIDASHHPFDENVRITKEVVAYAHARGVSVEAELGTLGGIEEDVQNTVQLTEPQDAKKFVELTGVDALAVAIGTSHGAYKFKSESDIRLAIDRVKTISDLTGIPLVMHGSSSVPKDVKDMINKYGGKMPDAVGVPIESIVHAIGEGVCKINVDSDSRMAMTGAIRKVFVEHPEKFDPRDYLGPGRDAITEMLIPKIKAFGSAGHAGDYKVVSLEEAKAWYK
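40 nM FBPA preincubated 10 min at RT with compound (up to 57.5 uM final), then substrate plus GAPDH/TPI/NAD/arsenate coupling and diaphorase/resazurin added. Fluorescence read after 20 min at RT, 525/598 nm.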
Pf growth 96h – P. falciparum growth inhibition at 96 hour, primary screen for plastid delayed-death inhibitors; P. falciparum luciferase reporter growth, 96 h; Potency, µM (doses to about 28.7 µM), without a hit: top-dose activity change, negative = inhibition, most hits filed as inhibitors; 6.9% of 320,000 active; AID 504834; note: potency is the fitted concentration of half-maximal effect; % is set by controls: 0 for no effect and ±100 for the full control effect
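Two parasite generations (96 h, 37 C, 5% CO2) of compound exposure in infected erythrocytes (0.05% parasitemia, 2% hematocrit). Luciferase-reporter P. falciparum; decreased luminescence indicates inhibited growth, aimed at apicoplast-acting delayed death.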
CHX counter – affects cycloheximide protein synthesis inhibition readout, counter-screen. cell reporter, cycloheximide protein synthesis inhibition counterscreen. max response, %. 12% of 300,000 active. AID 2314; in the data active = max response mostly above about 13%, no sharp cut-off; inactive = mostly below about 14%; note: read at 38.3 µM for the half of the compounds with a filed dose; 0% is about no effect
Shiga inhibitor – blocks Shiga toxin action in Vero cells | Vero cells, Shiga toxin protein synthesis inhibition reporter | inhibition, % at 38.7 µM | 9.2% of 290,000 active | AID 2315; in the data active = inhibition mostly above about 28%, no sharp cut-off; inactive = mostly below about 43%; note: 0% is about no effect
HCV inhibitor – inhibitors of hepatitis C virus infection | Huh7.5.1 HCVcc-Cre infection, luciferase reporter, 44 h | Potency, µM (doses to about 41.8 µM), for inactives: top-dose activity change, negative = inhibition, usual class: inhibitors | 3.4% of 340,000 active | AID 651820; note: potency is the fitted concentration of half-maximal effect; % is set by controls: 0 for no effect and ±100 for the full control effect
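Reporter virus HCVcc-Cre (~0.5 moi) infects cells exposed to compound; seeding density 1,000 cells/well with 4 h settling beforehand. Luminescence, 15 sec read, taken 44 h post-infection following a 15 min RT substrate incubation.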
Numbers without * were called inactive; ? = inconclusive; . = not tested or not shown; & = joins results of further samples; [ ] = dose if it differs, or a comment. Unless noted, calls come from the whole dose curve; as a rule, active = well fitted curve in the direction sought with a large enough effect; inconclusive = small, poorly fitted or top-dose-only effect, or another doubt; inactive = no such curve, though single readings can be large; an effect the other way counts as inactive or inconclusive. Not a hit list. About 24% of those tested had a hit in this group.

(1) CC(=O)Nc1nc(C)c(Oc2ccc(C)cc2)c(=O)[nH]1
(2) CN(C)c1nc(N/N=C/c2c[nH]c3ccccc23)nc(N2CCOCC2)n1
(3) CCOc1c(O)ccc(/C=C2\SC(=S)NC2=O)c1[N+](=O)[O-]
(4) CC(=O)Nc1cccc(-c2nc3ccccc3o2)c1
(5) CC1CN(C(=S)Nc2ccc(Cl)cc2)CC(C)O1 (configuration not stated)
(6) Cc1ccc(-c2nnc(/C=C/c3ccccc3)o2)cc1
(7) Cn1c(=O)c(C(=O)COc2ccc(F)cc2Cl)c(N)n(Cc2ccccc2)c1=O
(8) CCN(Cc1ccccc1)c1ccc(/C=N/N2CCOCC2)cc1

assay / compound	1	2	3	4	5	6	7	8
Pf growth 48h	?	?	4%	0%	0%	112%[activator]	0%	32%[activator]
Giardia FBPA inh	0%	-10%	-12%	22%	-5%	-1%	-20%	2%
Pf growth 96h	?	-27%	?	0%	?	37%[activator]	?	59%[activator]
CHX counter	-1	-5	14	28*	-2	50*	-4	36*
Shiga inhibitor	-3	-5	13	40*	-9	147*	-8	28*
HCV inhibitor	11%	?	-3%	5%	-10%	8%	?	4%

(9) CC(=O)Nc1ccc(S(=O)(=O)N2CCN(c3nc4ccccc4n3CC(C)C)CC2)cc1
(10) CN(C)c1ccc(NC(=S)NCC2CCCO2)cc1 (configuration not stated)
(11) CCCCCCNc1c([N+](=O)[O-])c(=O)sc2ccccc12
(12) CCOC(=O)N1CCC(N2Cc3cccc(C(=O)Nc4ccc(OCC)cc4)c3C2=O)CC1
(13) CC12CC(c3ccccc3O1)N(C(=O)c1ccco1)C(=O)N2c1ccccc1 (configuration not stated)
(14) CCn1c(CNc2nc3ccccc3n2C(C)C)nc2ccccc21
(15) CCOC(=O)C(C)n1cnc2c(nnn2Cc2ccc(C)cc2)c1=O (configuration not stated)
(16) CCn1c(=O)cc(OCC(=O)N2CCc3ccccc32)c2ccccc21

assay / compound	9	10	11	12	13	14	15	16
Pf growth 48h	?	78%[activator]	7.4µM*	?	-3%	?	-7%	37%[activator]
Giardia FBPA inh	4%	-3%	8%	19%	-7%	12%	5%	0%
Pf growth 96h	-20%	155%[activator]	-10%	?	?	12µM*	5%	?
CHX counter	-1	42*	12	-3	-1	-1	8	-4
Shiga inhibitor	-13	39*	-2	-7	-2	-11	-16	-8
HCV inhibitor	-21%	-8%	?	10%	9%	-22%	4%	13%&1%

(17) CN(C)S(=O)(=O)c1cccc(NC(=O)c2cc(-c3cccs3)nn2-c2ccccc2)c1
(18) CCOC(=O)C(C(C)=O)=C1SC2CS(=O)(=O)CC2S1 (configuration not stated)
(19) C=CCOC(=O)C1=C(C)OC(N)=C(C#N)C12C(=O)N(CN1CCOCC1)c1ccccc12 (configuration not stated)
(20) CCOC(=O)Cn1nnnc1C(CC)N(Cc1cccs1)Cc1cc2cc(C)ccc2[nH]c1=O (configuration not stated)
(21) COc1ccc(NC(=O)c2cccnc2)c(OC)c1
(22) Cc1ccc(Cn2ncc3c(N4CCN(c5ccccc5C)CC4)ncnc32)cc1
(23) COc1ccccc1-n1cnnc1SCC(=O)Nc1cc(C(C)(C)C)nn1-c1ccccc1
(24) COC(=O)CN1CCC(=O)c2ccccc2S1(=O)=O

assay / compound	17	18	19	20	21	22	23	24
Pf growth 48h	?	4%	-17%	.	.	13µM*	-18%	.
Giardia FBPA inh	-8%	-2%	-11%	4%	1%	0%	-4%	3%
Pf growth 96h	15µM*	1%	75%[activator]	37%[activator]	15µM*	?	?	.
CHX counter	5	0	-4	-3	4	2	-3	5
Shiga inhibitor	-18	2	-18	-10	-9	-4	-20	-8
HCV inhibitor	?	13%	10%	-7%	-14%	?	?	.

Reformatted as a markdown table: part of the list above.
| no. | Molecule | Pf growth 48h | Giardia FBPA inh | Pf growth 96h | CHX counter | Shiga inhibitor | HCV inhibitor |
| --- | --- | --- | --- | --- | --- | --- | --- |
| 19 | C=CCOC(=O)C1=C(C)OC(N)=C(C#N)C12C(=O)N(CN1CCOCC1)c1ccccc12 (configuration not stated) | -17% | -11% | 75%[activator] | -4 | -18 | 10% |
| 20 | CCOC(=O)Cn1nnnc1C(CC)N(Cc1cccs1)Cc1cc2cc(C)ccc2[nH]c1=O (configuration not stated) | . | 4% | 37%[activator] | -3 | -10 | -7% |

(next part)
(25) COc1ccc([N+](=O)[O-])c(OC)c1C(=O)NC(=O)Nc1nc(C)nc(C)n1
(26) Cc1cc(Br)cc(C)c1NC(=O)c1ccccc1[N+](=O)[O-]
(27) C/C(CCN1CCc2nc(-c3ccccc3)c(-c3ccccc3)cc2C1)=N\O[C@@H](C)c1cn([C@H](CO)Cc2ccccc2)nn1
(28) COc1cc(C2C(C(=O)c3ccc(C)o3)=C(O)C(=O)N2c2cc(C)on2)cc(Br)c1O (configuration not stated)
(29) CCc1ccc(OCC(=O)Nc2cc(S(=O)(=O)CC)ccc2O)cc1
(30) O=C(CN(c1ccc(F)cc1)S(=O)(=O)c1ccccc1)NC1CCCCCC1
(31) COc1cc(OC)cc(C(=O)Nc2ccc(NC(=O)c3ccco3)c(Cl)c2)c1
(32) COc1ccc(S(=O)(=O)NNC(=O)Nc2ccc(F)cc2F)c(OC)c1

assay / compound	25	26	27	28	29	30	31	32
Pf growth 48h	13%	?	?	-28%	7%	?	65%[activator]	2%
Giardia FBPA inh	.	7%	-3%[12.9 µM]	14%	12%	.	0%	-4%
Pf growth 96h	9%	40%[activator]	13µM*	25%	?	?	?	-17%
CHX counter	-4	0	-2	-4	-4	-2	0	-3
Shiga inhibitor	-6	-14	-10	-7	-1	-33	8	-5
HCV inhibitor	-2%	2%	-13%[8.37 µM]	6%&16%	34%[activator]	16%	?	14%

(33) O=C(Cn1c(C(F)(F)F)nc2ccccc21)c1ccc(Br)cc1
(34) O=C(Nc1ncc(S(=O)(=O)c2ccc([N+](=O)[O-])cc2)s1)c1ccc2ccccc2c1
(35) CCc1cc(-c2n[nH]c(C)c2-c2nc3ccccc3s2)c(O)cc1OCC(=O)NN
(36) Cc1c(NC(=O)N(C)C)c(=O)n(-c2ccccc2)n1C
(37) CSc1nnc(-c2ccccc2)n1C
(38) COC(=O)C1=NN(c2ccccc2)C2(S1)S/C(=C\c1ccccc1)C(=O)N2c1ccccc1 (configuration not stated)
(39) c1ccc(-c2n[nH]c(-c3ccccn3)n2)nc1
(40) CCCC[n+]1ccn(-c2nc3c([N+](=O)[O-])cccc3n2C)c1

assay / compound	33	34	35	36	37	38	39	40
Pf growth 48h	-21%	4%	5.2µM*	28%	-4%	13µM*	111%&133%[activator]	13µM*
Giardia FBPA inh	3%	4%	-24%	-2%	1%	-3%	3.2µM*	-5%
Pf growth 96h	?	-10%	17%	?	.	.	26%&86%	2.1µM*
CHX counter	-5	-2	-4	1	-2	-3	33*	1
Shiga inhibitor	-18	-5	4	-9	11	-18	62*	-5
HCV inhibitor	-14%	-25%	12%	16%	-16%	?	12%&-7%	1%

Sorted by SMILES length (highest first): part of the list above.
(34) O=C(Nc1ncc(S(=O)(=O)c2ccc([N+](=O)[O-])cc2)s1)c1ccc2ccccc2c1
(40) CCCC[n+]1ccn(-c2nc3c([N+](=O)[O-])cccc3n2C)c1
(36) Cc1c(NC(=O)N(C)C)c(=O)n(-c2ccccc2)n1C
(39) c1ccc(-c2n[nH]c(-c3ccccn3)n2)nc1

assay / compound	34	40	36	39
Pf growth 48h	4%	13µM*	28%	111%&133%[activator]
Giardia FBPA inh	4%	-5%	-2%	3.2µM*
Pf growth 96h	-10%	2.1µM*	?	26%&86%
CHX counter	-2	1	1	33*
Shiga inhibitor	-5	-5	-9	62*
HCV inhibitor	-25%	1%	16%	12%&-7%

(further entries)
(41) Cc1ccc(OCCNC(=O)c2ccc(C)o2)cc1
(42) Cc1oc(/N=C/c2ccc3c(c2)OCO3)c(C#N)c1C
(43) Cc1ccc(S(=O)(=O)N(CC(=O)N(C(C)C)C(C)C)C(=O)N2CCN(C)CC2)cc1
(44) CC(=O)N1CCN(CC(=O)Nc2cc([N+](=O)[O-])ccc2Cl)CC1
(45) Cc1cc(-c2cc(C(=O)NCc3ccccc3)on2)nc(S(C)(=O)=O)n1
(46) CC(NC(=O)Nc1ccccc1C(F)(F)F)C1CCCO1 (configuration not stated)
(47) CC(C)n1nc(C(=O)Oc2cc(Cl)ccc2Cl)c2ccccc2c1=O
(48) COC(=O)c1cc(Cl)c(NC(=O)/C=C/c2ccc(Cl)cc2)cc1OC

assay / compound	41	42	43	44	45	46	47	48
Pf growth 48h	?	.	20%	-6%	?	24%	-1%	-2%
Giardia FBPA inh	.	-6%	-3%	-2%	2%	3%	-5%	3%
Pf growth 96h	?	0%	27%	-3%	?	9%	6%	8%
CHX counter	.	-3	-3	-3	-3	-2	-2	-1
Shiga inhibitor	.	-13	-2	30	-9	-3	-15	-10
HCV inhibitor	8%	13%	-1%	19%	?	15%	7%	?

(49) CC(=C/c1ccccc1)/C=N/n1c(C)n[nH]c1=S
(50) Cc1c(C)c2ccc(OCC(=O)NC3CCN(Cc4ccccc4)CC3)c(C)c2oc1=O
(51) COc1ccc([N+](=O)[O-])cc1N(CC(O)CN1CCCCC1)S(=O)(=O)c1ccccc1 (configuration not stated)
(52) Cc1cccc(C2Nc3ccccc3C(=O)N2c2ccc(F)cc2)n1 (configuration not stated)
(53) CC(c1ccc(F)cc1)n1cc(C(=O)NCCN(C)C)nn1 (configuration not stated)
(54) CC(C)C(NS(=O)(=O)c1cccs1)C(=O)NCc1ccccc1Cl (configuration not stated)
(55) CCOc1ccc(N2CC(C(=O)Nc3ccc(S(=O)(=O)N4CCCC4)cc3)CC2=O)cc1 (configuration not stated)
(56) CCN1C(=O)C(Cc2nc3ccccc3c(=O)n2C)c2ccccc21 (configuration not stated)

assay / compound	49	50	51	52	53	54	55	56
Pf growth 48h	10%	?	-16%	?	4%	?	?	-16%
Giardia FBPA inh	20%	.	0%	15%	-3%	-2%	5%	8%
Pf growth 96h	12µM*	?	-2%	?	29%	?	-1%	-7%
CHX counter	30*	-10	-2	5	-1	6	-1	-2
Shiga inhibitor	47	-7	19	13	19	6	10	-5
HCV inhibitor	14%	-24%	-13%	-6%	-4%	-13%	-14%	-14%

(57) O=C(COC(=O)C1CCN(C(=O)Nc2ccccc2)CC1)NCC(F)(F)F
(58) COc1ccccc1C1c2[nH]c3ccccc3c2C[C@H]2C(=O)N(C3CCN(Cc4ccccc4)CC3)CC(=O)N12 (some centres not stated)
(59) CCn1cc(C2=NCC(C)O2)c2ccccc21 (configuration not stated)
(60) CCCCOC(=O)c1ccc(NC(=O)COC(=O)CSc2nc(C)cc(C)n2)cc1
(61) Cc1cccc(NC(=O)/C(C#N)=C\c2ccc(C(=O)O)cc2)c1
(62) CCCc1c(C)[nH]c2nc3ccccc3n2c1=O
(63) COc1ccc(C(=O)N2CCCN(C)CC2)c(OC)c1
(64) Cc1oc(-c2ccccc2Cl)nc1CN1CCCCC1c1cccnc1 (configuration not stated)
(65) COc1cccc(NC(=O)CN(C)C(=O)CSc2nc(C)cc(C)n2)c1
(66) CCc1ccc(CNC(=O)CCn2nc(C)c3c(C)n(-c4ccccc4)nc3c2=O)cc1
(67) NC(=O)C1(N2CCCCC2)CCN(C(=S)Nc2ccccc2)CC1

assay / compound	57	58	59	60	61	62	63	64	65	66	67
Pf growth 48h	29%	1.9µM*	0%	40%[activator]	2%	.	-12%	12µM*	-28%	-15%	23%
Giardia FBPA inh	4%	2%	0%	-6%	-7%	-10%	2%	0%	.	.	2%
Pf growth 96h	29%	1.5µM*	?	76%[activator]	?	-2%	-16%	?	?	?	34%[activator]
CHX counter	4	-3	3	21*	5	11	-2	-2	.	-2	-2
Shiga inhibitor	34	-7	9	58*	-9	12	-3	-5	.	-3	-10
HCV inhibitor	-1%	?	14µM*	-8%	20%	?	8%	-16%	6%	-1%	21%
